RBX1-CUL1 inh: human ROC1-CUL1 E3 ligase inhibition; inhibition, % at 10 µM; P62877+Q13616; AID 1347404; 140,000 compounds, 0.6% hits; in vitro K48 di-Ub FRET, acceptor:donor ratio, 45 min; in the data active means inhibition above about 25%
Target sequence (P62877 whole entry, looked up): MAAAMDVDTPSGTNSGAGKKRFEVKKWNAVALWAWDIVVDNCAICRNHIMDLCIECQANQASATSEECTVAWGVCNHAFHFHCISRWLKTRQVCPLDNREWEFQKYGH
Target sequence (Q13616 whole entry, looked up): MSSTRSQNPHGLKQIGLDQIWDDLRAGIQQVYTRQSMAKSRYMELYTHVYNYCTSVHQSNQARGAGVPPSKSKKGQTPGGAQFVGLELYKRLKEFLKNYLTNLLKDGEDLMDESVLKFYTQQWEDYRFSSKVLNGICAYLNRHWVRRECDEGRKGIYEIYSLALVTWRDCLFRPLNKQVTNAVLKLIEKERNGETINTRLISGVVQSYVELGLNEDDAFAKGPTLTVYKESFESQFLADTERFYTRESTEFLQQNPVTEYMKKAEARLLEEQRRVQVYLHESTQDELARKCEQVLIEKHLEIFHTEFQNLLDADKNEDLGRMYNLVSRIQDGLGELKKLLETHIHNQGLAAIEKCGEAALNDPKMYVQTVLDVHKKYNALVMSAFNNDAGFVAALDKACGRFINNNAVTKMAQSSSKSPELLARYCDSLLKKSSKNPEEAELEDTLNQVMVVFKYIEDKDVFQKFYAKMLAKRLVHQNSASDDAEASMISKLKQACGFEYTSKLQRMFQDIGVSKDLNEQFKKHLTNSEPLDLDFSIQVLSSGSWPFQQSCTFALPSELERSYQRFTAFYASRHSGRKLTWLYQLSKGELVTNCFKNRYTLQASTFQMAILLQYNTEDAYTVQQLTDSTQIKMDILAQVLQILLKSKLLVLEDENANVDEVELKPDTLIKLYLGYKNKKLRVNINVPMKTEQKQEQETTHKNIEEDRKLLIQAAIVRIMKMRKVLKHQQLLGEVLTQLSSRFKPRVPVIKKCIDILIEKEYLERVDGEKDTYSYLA
* marks the source's active call; other numbers are inactive results. A portion of the library; the hit share may differ from the screen's.

item	canonical_smiles	RBX1-CUL1 inh
1	Cc1ccc(NC(=O)CN2CCN(c3ccccc3)CC2)c(C)c1	6.1
2	COc1ccccc1-c1cc(C(=O)Nc2sc3c(c2C#N)CCCC3)no1	-4.7
3	CCOc1ccccc1CNC(=O)c1ccc(NC(=O)N2CC(C)Sc3ccccc32)cc1 (stereo not drawn)	-5.0
4	Cc1c(Cl)cccc1NC(=O)c1ccc(OCC(=O)N2CCCCC2)cc1	-3.3
5	NN1C(=O)c2cccc3c(N4CCOCC4)ccc(c23)C1=O	-7.1
6	COc1ccc(C(c2c(C)n(C)n(-c3ccccc3)c2=O)c2c(C)n(C)n(-c3ccccc3)c2=O)cc1O	8.6
7	CCC1(CC)C(=O)NC(=O)NC1=NCc1ccccc1	-5.3
8	CCC(=O)N1c2ccccc2N=C2CC(c3cccc(Cl)c3)CC(=O)C2C1c1ccc(C)cc1 (stereo not drawn)	-6.0
9	Cc1c(Cl)cccc1NC(=O)NCc1ccccc1	2.6
10	Cc1ncc2c(c1-c1noc(-c3cc(-c4ccccc4)on3)n1)CCNC2	-8.1
11	O=C(O)C1CCCCC1C(=O)Nc1ccc(Oc2ccccc2)cc1 (stereo not drawn)	-0.3
12	CCOC(=O)c1c(-c2ccc(C)cc2)csc1NC(=O)c1ccc(C)cc1	8.3
13	CC(NC(=O)C(C)(c1ccccc1)c1ccccc1)c1ccccc1 (stereo not drawn)	-7.1
14	O=C(CCN1CCCCC1)N1c2ccccc2Sc2ccc(C(F)(F)F)cc21	6.4
15	COc1cc(-c2ccc(NS(C)(=O)=O)c(OC)c2)ccc1NS(C)(=O)=O	-2.5
16	CC(=O)Nc1ccc(S(=O)(=O)N2CCNC(=O)CC2)cc1	12.7
17	CC1=NCCn2c(C)ccc21	6.2
18	COc1ccc(-c2csc3ncnc(N4CCC(C)CC4)c23)cc1	8.1
19	CCC(=O)N1N=C(c2ccc(NS(=O)(=O)c3ccc(C)cc3)cc2)CC1c1ccco1 (stereo not drawn)	2.9
20	O=C1NN(c2ccc(I)cc2)C(=O)/C1=C\c1ccccc1OCc1ccccc1	8.8
21	CCCn1c(=O)c2c(nc3n(-c4ccc(F)cc4)c(C)c(C)n23)n(C)c1=O	5.8
22	CSc1n[nH]c(-c2ccccc2)c1-n1cncn1	-0.2
23	Cc1ccn(CC(=O)N2CCC(n3nccc3NC(=O)C3CCCC3)CC2)n1	-2.2
24	Cc1cc(F)ccc1S(=O)(=O)N1CCOCC1	-1.4
25	Cc1cccc(CCNC(=O)C2CCC(CNS(=O)(=O)c3c(C)cc(C)cc3C)CC2)c1 (stereo not drawn)	-3.1
26	COc1ccc2[nH]c3c(c2c1)CCc1nonc1-3	4.8
27	CCCCc1c(C)c2ccc(OCc3ccc(Cl)cc3)c(C(C)=O)c2oc1=O	5.0
28	Cc1cccc(Cn2cnc3c(cnn3-c3ccc(Cl)cc3)c2=O)c1	-4.7
29	Brc1ccc(C2N(c3ccccc3)CCN2c2ccccc2)s1	-1.6
30	CC1=C(C#N)C(=O)N(CCO)C(=O)C1N=Nc1ccc(I)cc1Cl (stereo not drawn)	13.0
31	CN(C)c1ccc(CNC(=O)c2cc3ccccn3n2)cc1	0.1
32	COc1ccc(-c2nc3scc(CCNS(=O)(=O)c4ccc(F)cc4F)n3n2)cc1OC	-9.5
33	CC1CCCCN1S(=O)(=O)c1ccc(NC(=O)c2ccncc2)cc1 (stereo not drawn)	2.5
34	CCC(c1ccccc1)c1n[nH]c2c1CN(C(=O)CC1CNCCO1)CC2 (stereo not drawn)	-7.7
35	CCn1c(-c2cc(-c3ccc(C)s3)nc3ccccc23)n[nH]c1=S	6.2
36	COc1cccc(CNC(=O)c2nc(Cn3nc(C)c(Br)c3C)no2)c1	0.7
37	Cc1ccc(N2C(=O)/C(=C/c3ccc(-c4ccc(C(=O)O)cc4)o3)C(=O)N(c3ccccc3)C2=S)cc1C	4.5
38	CCn1c(CNc2ccc(C)cc2)nnc1SCC(=O)c1ccc(OC)cc1	-2.5
39	NC(=O)C1CCN(C(=O)C2CC(c3ccc(Cl)cc3)=NO2)CC1 (stereo not drawn)	-9.1
40	CCOC(=O)CC1C(=O)NCCN1C(=O)NC1CCCCC1 (stereo not drawn)	-8.5
41	Cc1sc(N)nc1-c1ccc(F)c(F)c1	-7.0
42	CCOc1ccc(CNC(=O)CCc2cn(CC)c3ccccc23)cc1	-5.8
43	Cc1ccc(-c2c3c(=O)n(C)c(=O)n(C)c3c3c(C)nc4ccccc4n23)cc1	3.9
44	CC(=O)N1c2ccc(S(=O)(=O)NCC3CCC(C(=O)Nc4ccc(C)cc4)CC3)cc2CC1C (stereo not drawn)	-2.3
45	Cc1nc2ccccn2c1C(=O)NNC(=O)Nc1cccc(C(F)(F)F)c1	6.8
46	Cc1cc(C)cc(-n2c(SCC(=O)Nc3ccccc3F)nc3c(oc4ccccc43)c2=O)c1	-5.2
47	CCc1ccccc1NC(=O)CC1Sc2ccc(C(F)(F)F)cc2NC1=O (stereo not drawn)	-6.2
48	COc1ccc(CNC(=O)CCc2nc(-c3ccc(C)cc3)no2)c(OC)c1	-7.5
49	CCOC(=O)C1C(=N)n2c(s/c(=C\c3ccco3)c2=O)=C(C#N)C1c1ccco1 (stereo not drawn)	-3.9
50	CCOC(=O)c1c(Cl)nc(Cl)c(Cl)c1Nc1ccc(OC(F)(F)F)cc1	-7.7
51	CCN1CCC(N(Cc2ccc(F)cc2)C(=O)Nc2ccc(C)c(F)c2)CC1	-8.2
52	Cc1cnc(C(=O)N2CCCC(CCc3ccccc3C)C2)cn1 (stereo not drawn)	-5.9
53	Cc1cc(-c2ccccc2)n2nc(S(N)(=O)=O)c(C#N)c2n1	-0.8
54	Cc1ccc(N2C(C#N)c3ccccc3OC2c2ccccc2O)cc1 (stereo not drawn)	0.7
55	CCc1nc2nc3c(c(=O)n2[nH]1)CCC3	9.5
56	COc1cc2ccccc2cc1C(=O)Nc1ccc(-c2nc3ncccc3o2)cc1	10.9
57	Cc1cc(C)n(C(=O)c2cc3c(cc2Br)OCCO3)n1	-10.3
58	CCCn1cc(CN2C[C@H]3OC(=O)N(CCc4ccccn4)[C@H]3C2)c(C)n1	7.2
59	Cc1cccc(C)c1NS(=O)(=O)c1ccc(Cl)cc1	-0.2
60	Cc1ccc(-c2cc(-c3ccccc3)c3c(N)c(C(=O)Nc4ccc(F)cc4)sc3n2)cc1	-11.3

The closing five compounds of the part before are carried over, then new ones follow.
item	canonical_smiles	RBX1-CUL1 inh
56	COc1cc2ccccc2cc1C(=O)Nc1ccc(-c2nc3ncccc3o2)cc1	10.9
57	Cc1cc(C)n(C(=O)c2cc3c(cc2Br)OCCO3)n1	-10.3
58	CCCn1cc(CN2C[C@H]3OC(=O)N(CCc4ccccn4)[C@H]3C2)c(C)n1	7.2
59	Cc1cccc(C)c1NS(=O)(=O)c1ccc(Cl)cc1	-0.2
60	Cc1ccc(-c2cc(-c3ccccc3)c3c(N)c(C(=O)Nc4ccc(F)cc4)sc3n2)cc1	-11.3
61	CN(C)c1cnn(CC(=O)Nc2ccccc2-n2cccc2)c(=O)c1	10.2
62	O=C(c1ccc([N+](=O)[O-])cc1)N(Cc1ccc(Br)cc1)c1ccc2ccccc2c1	-4.4
63	Cc1nc[nH]c1[C@@H]1C[C@H]2CN(Cc3cccc(Cl)c3)C(=O)[C@]23CCCN13	5.2
64	O=C(Oc1ccccc1Cl)c1cc2cc(Br)ccc2oc1=O	-1.7
65	Cc1cccc(C(=O)Nc2ccc3nc(SCCOc4ccccc4)sc3c2)c1	-11.9
66	O=C(c1cc(COc2ccc(F)c(F)c2)on1)N1CCN(CC2CC2)CC1	4.8
67	CC(C)CNS(=O)(=O)c1ccc(CCC(=O)N2CCN(c3ccccc3F)CC2)cc1	0.9
68	CCOC(=O)c1c(C)[nH]c(CCC(=O)NCc2cccc(OC)c2)c1C	6.4
69	CCC1(C)COC(c2ccccc2)(c2ccccc2)OC1	5.5
70	COC(=O)c1ccc(N2NC(=O)/C(=C/c3ccc(-c4ccc5c(c4)C(=O)NC5=O)o3)C2=O)cc1	3.1
71	CC(C)NC(=O)C(C)(C)Oc1ccc(Cl)cc1	-3.6
72	CN(Cc1ccccc1)Cc1cc(C(=O)NCC2CCCN(C)C2)no1 (stereo not drawn)	-2.0
73	COc1cc2c(cc1OC)C(c1cc(OC)c(OC)c(OC)c1)NCC2 (stereo not drawn)	-1.0
74	Cc1c(Cl)cccc1NC(=O)c1sc2nc(-c3ccc4c(c3)OCO4)ccc2c1N	-11.2
75	Cc1ccc(NS(=O)(=O)c2ccc3[nH]c4c(c3c2)CCCCC4)cc1	-0.6
76	CC12CCC(C(=O)Nc3ccccc3C(F)(F)F)(OC1=O)C2(C)C (stereo not drawn)	15.3
77	COc1ccccc1N1CCN(S(=O)(=O)c2cc(C)c(Br)cc2C)CC1	-4.5
78	C#CC(C)(C)OC(=O)c1ccccc1C(=O)O	3.8
79	O=C(Nc1cccc(Br)c1)C1CCCC1	-5.0
80	Cc1onc(-c2c(Cl)cccc2Cl)c1C(=O)Nc1cccc(Br)c1	-8.3

Reprinted, entries 76 to 80
item	canonical_smiles	RBX1-CUL1 inh
76	CC12CCC(C(=O)Nc3ccccc3C(F)(F)F)(OC1=O)C2(C)C (stereo not drawn)	15.3
77	COc1ccccc1N1CCN(S(=O)(=O)c2cc(C)c(Br)cc2C)CC1	-4.5
78	C#CC(C)(C)OC(=O)c1ccccc1C(=O)O	3.8
79	O=C(Nc1cccc(Br)c1)C1CCCC1	-5.0
80	Cc1onc(-c2c(Cl)cccc2Cl)c1C(=O)Nc1cccc(Br)c1	-8.3

The listing continues.
item	canonical_smiles	RBX1-CUL1 inh
81	Fc1cccc(C2(CNC3CCN(Cc4ccccn4)CC3)CCOC2)c1 (stereo not drawn)	2.9
82	Cn1ncc(N2CCN(Cc3ccc(-c4ccn[nH]4)s3)CC2)cc1=O	4.4
83	CCOc1ccc(/C=C/c2nc(C#N)c(N3CCN(CC)CC3)o2)cc1	-3.7
84	CCN(CC)C1=NC=CC(c2ccccc2)=CC1C (stereo not drawn)	0.2
85	COc1cc(C(=O)NCc2ccc(C)s2)ccc1OC1CCN(C)CC1	-2.3
86	NS(=O)(=O)c1ccc(NC(=S)NCCC(c2ccccc2)c2ccccc2)cc1	2.0
87	COc1ccc(/C=N/NC(=O)COc2ccc(Cl)cc2)cc1OCc1ccccc1Cl	5.1
88	Cc1ccc(-n2nnnc2-c2cnc(-c3cccs3)nc2-c2ccccc2Cl)cc1	2.4
89	COc1ccc(CCNc2nc3cc(OC)c(OC)cc3c3nc(-c4cccnc4)nn23)cc1OC	-3.1
90	C=CCn1c(CNc2cccc3ccccc23)nnc1SCC(=O)N/N=C/c1cccs1	-2.8
91	C=CCN1C(=O)C(CC(=O)Nc2cccc(OC)c2)SC1=NS(=O)(=O)c1ccccc1 (stereo not drawn)	1.3
92	COc1cc(C(=O)N2CCN(C)C(=O)[C@@H]2C)ccc1OC1CCN(C2CCCC2)CC1	0.2
93	CCOC(=O)c1cc2c(=O)n3ccccc3nc2n(CCOC)c1=NC(=O)C(C)(C)Oc1ccc(Cl)cc1	-1.7
94	COc1cccc(-c2ccc3c(N)c(C(=O)NCc4ccc(Cl)c(Cl)c4)sc3n2)c1	-8.1
95	CSc1ccc(/C=N/Nc2nncc3ccccc23)cc1	-2.6
96	COc1ccc2c(c1)SCC/C2=C\CN1C(=O)CCC1=O	3.5
97	Cc1ccc(C(=O)CSc2nnc(-c3ccncc3)n2-c2ccc(C)cc2)cc1	7.1
98	CN(Cc1ccccc1)S(=O)(=O)c1ccc(NC(=O)Nc2ccccc2)cc1	-1.7
99	O=C(Nc1ccc2c(c1)CN(C(=O)CN1CCOC1=O)CC2)C1CCCO1 (stereo not drawn)	-11.7
100	O=C(Nc1cccc(F)c1F)C1CCN(c2ncccn2)CC1	6.8
101	COc1ccccc1N1CCN(C(=O)c2ccco2)CC1	-6.1
102	Fc1ccc(-c2cc(-c3nc(-c4ccc(Cl)cc4)no3)[nH]n2)cc1	-11.4
103	O=C(COc1ccccc1F)Nc1nnc(SCc2cc(=O)n3ccccc3n2)s1	10.3
104	CC(C)Cc1cc2c(CN(C)C)c(O)c(Br)cc2o1	0.2
105	COc1ccc(C2CC(=O)c3cnc(N)nc3C2)cc1OC (stereo not drawn)	-1.5
106	CCc1cc(I)ccc1NC(=O)C(C)(C)C	-0.4
107	C=CCOc1ccc(C(=O)NC2CC2)cc1	-9.9
108	COc1cc(C2C3=C(CC(c4ccccc4)CC3=O)N=C(C)C2C(=O)OC2CCCCC2)ccc1OCc1ccccc1 (stereo not drawn)	-8.2
109	CN(Cc1ccccc1)S(=O)(=O)c1nnc(NC(=O)c2ccccc2)s1	-7.5
110	C=CCNC(=O)Cc1c2c(n(CCC)c1C)CC(C)(C)CC2=O	-11.1
111	Cc1cc(C)n2nc(SCC(=O)N/N=C/c3ccc([N+](=O)[O-])cc3)nc2n1	-1.3
112	Cc1ccc(C(=O)N=C(Cc2ccco2)C(=O)Nc2ccccc2C)cc1	-2.8
113	CC(=O)c1c(C)n(-c2ccc(Cl)cc2)c2ccc(OC(=O)COc3ccccc3)cc12	1.2
114	COc1ccc(NS(=O)(=O)c2ccc(OC)c(Cl)c2Cl)cc1	-4.2
115	COc1ccc(CCNC(=O)CCCCn2c(=O)c3ccccc3n(CC(=O)Nc3ccccc3C)c2=O)cc1OC	-5.1
116	CCc1ccc(N2C(=O)/C(=C\c3ccc(N4CCCCC4)cc3)C(=O)NC2=S)cc1	3.0
117	CC(C)CCC1(C2CCN(C(=O)C3=CCCC3)CC2)NC(=O)N(Cc2ccccn2)C1=O (stereo not drawn)	1.3
118	CCOC(=O)N1CCC(NC(=O)c2cnn(-c3cccc(C)c3)c2C2CCN(C(=O)OC(C)(C)C)CC2)CC1	-6.8
119	O=S(=O)(Nc1ccc(Br)cc1F)c1ccccc1	4.2
120	COc1ccc2c(c1)CCc1c(C(=O)Nc3ccc(OC)cc3OC)noc1-2	0.0
121	CCOc1ccc(C(=O)NCCCN(C)CCCN(C)Cc2ccccc2)cc1Br	-4.1
122	Cc1ccc(S(=O)(=O)c2cn(CC(=O)Nc3ccc(Cl)cc3)c3ccc(F)cc3c2=O)cc1C	3.6
123	Cn1nnnc1SCCCNCc1cc(Br)ccc1OCc1ccccc1F	-7.1
